High-throughput results as filed in PubChem.
EPAC2 agonist: activates human EPAC2 exchange factor; Potency, µM (titrated, usually from 154 µM), for inactives: at the highest dose activation, hits mostly activators; Q8WZA2; 360,000 tested, 0.079% active; AID 720711; EPAC2 activation, biochemical qHTS; response scale: 100% = 6.5 mM cAMP response; note: nearly all actives have a fitted effect of over 50% in size
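EPAC2 (100 nM) mixed with Rap1B loaded with BODIPY-GDP (250 nM) plus 50 uM unlabeled GDP; compounds pinned in, 5 min RT, then read every 5 min for 30 min (ex 480, em 540 nm). Normalized to cAMP control.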
PTHR1 ag: activates the human parathyroid hormone receptor PTHR1 | Q03431 | HEK293 GP2 PTHR1 cells, GloSensor cAMP luminescence, 1 h | Potency, µM (titrated, usually from 115 µM), without a hit: at the top dose activation, actives largely listed as activators | 410,000 tested, 0.075% active; note: nearly all actives have a fitted effect of over 55% in size; some results filed as inactive show a strong effect at the top dose; inactives centre near -15; many of its hits are not listed in these tables
Target sequence (Q03431 whole entry, looked up): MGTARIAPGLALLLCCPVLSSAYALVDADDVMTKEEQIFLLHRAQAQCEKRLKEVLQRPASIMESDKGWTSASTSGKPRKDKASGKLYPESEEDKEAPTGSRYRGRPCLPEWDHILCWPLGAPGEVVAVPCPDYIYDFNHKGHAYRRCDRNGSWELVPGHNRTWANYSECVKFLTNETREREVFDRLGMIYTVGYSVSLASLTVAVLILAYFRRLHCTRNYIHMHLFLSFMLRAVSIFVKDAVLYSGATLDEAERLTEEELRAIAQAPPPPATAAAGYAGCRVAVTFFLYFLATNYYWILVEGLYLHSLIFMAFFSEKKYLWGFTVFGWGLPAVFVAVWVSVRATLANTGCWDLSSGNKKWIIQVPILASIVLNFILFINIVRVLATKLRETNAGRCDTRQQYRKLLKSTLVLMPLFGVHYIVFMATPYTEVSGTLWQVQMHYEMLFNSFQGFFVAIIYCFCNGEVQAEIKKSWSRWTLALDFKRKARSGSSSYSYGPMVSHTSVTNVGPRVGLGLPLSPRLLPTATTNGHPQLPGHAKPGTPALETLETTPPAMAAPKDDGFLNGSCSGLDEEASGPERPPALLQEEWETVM
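HEK-293-derived GP2 cells expressing PTHR1 and a GloSensor cAMP reporter, 3,000/well, plated overnight, given luciferin plus IBMX (each 0.5 mM as added) for 1 h at 37 °C, then compound for 1 h at 37 °C. Luminescence was read after 15 min at room temperature.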
TDP-43 yeast inh: TDP-43 toxicity inhibition in yeast; TDP-43 expressing yeast growth rescue, BacTiter-Glo, 24 h; Potency, µM (top dose mostly 46.1 µM), for the others: top-dose growth rescue (activation), most hits filed as activators; 410,000 tested, 1.8% active; note: % of control where 0% means no effect; nearly all actives have a fitted effect of over 50% in size
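In this qHTS, compounds that restore growth of yeast expressing TDP-43 appear as activators. Cells (OD600=0.02, galactose medium, raffinose-pregrown) are incubated with compound 24 hr at 30 deg C and growth is quantified by BacTiter-Glo.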
FUS yeast rescue: FUS proteinopathy suppression in yeast. S. cerevisiae FUS-expressing, growth rescue, OD600, 24 h. Potency, µM (series often up to 76.6 µM), without a hit: at the highest dose growth rescue (activation), usual class: activators. 390,000 tested, 0.24% active. AID 1347120;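 note: plate controls were DMSO vehicle for no effect and reference control for full effect; nearly all actives have a fitted effect of over 55% in size; some results filed as inactive show a strong effect at the top dose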
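Yeast FUS proteinopathy model; galactose-induced FUS (2%), starting OD 0.005. Cpds in dilution series, 24hr, 30C, 99% humidity. Abs 600 nm growth. Pos ctrl CP55940 (top 92uM final); neg ctrl DMSO.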
EPAC2 antag: blocks human EPAC2 exchange factor; 360,000 tested, 0.18% active; Q8WZA2; EPAC2 GEF exchange of Rap1B-BODIPY-GDP, fluorescence; Potency, µM (titrated, usually from 114 µM), for the others: at the top dose activity, negative = inhibition, usual class: inhibitors; AID 720708; note: % is set by controls: 0 for no effect and ±100 for the full control effect; nearly all actives have a fitted effect of over 45% in size; many of its hits are not listed in these tables
aSyn yeast inh: inhibitors of alpha-synuclein toxicity in yeast; 370,000 tested, 0.14% active; Potency, µM (doses to about 46.1 µM), without a hit: at the highest dose growth rescue (activation), hits mostly activators; Yeast expressing alpha-synuclein, growth rescue, BacTiter-Glo, 24 h; note: % of control where 0% means no effect; nearly all actives have a fitted effect of over 65% in size
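Screening used galactose-induced yeast with toxic alpha-synuclein levels, exposed to compound for 24 hr at 30 deg C. Cell growth, read with BacTiter-Glo luminescence, gave the measured signal.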
EPAC1 antag: antagonists of human EPAC1; AID 720709; O95398; Potency, µM (doses to about 115 µM), without a hit: top-dose activity change, negative = inhibition, most hits filed as inhibitors; EPAC1 GEF assay, Rap1b-BODIPY-GDP exchange fluorescence; 360,000 tested, 0.14% active;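 note: plate controls were vehicle for no effect and positive control for full effect; nearly all actives have a fitted effect of over 50% in size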
EPAC1 agonist: agonists of human EPAC1. O95398. EPAC1 agonist qHTS, biochemical assay; response scale: 100% = response to 6.5 mM cAMP. Potency, µM (titrated, usually from 154 µM), without a hit: at the highest dose activation, most hits filed as activators. 360,000 tested, 0.073% active; note: nearly all actives have a fitted effect of over 60% in size
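Compounds were pinned as a concentration titration into mixtures of EPAC1 (100 nM), BODIPY-GDP-loaded Rap1B (250 nM) and GDP (50 uM). After 5 min at room temperature, fluorescence was followed for 30 min; activity was scaled to 6.5 mM cAMP.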
* marks the source's active call; other numbers are inactive results; i = inactive; ? = inconclusive; nt = not tested or not shown; [ ] = another dose, or the depositor's remark. Calls come from the whole dose curve; as a rule, active = well fitted curve in the direction sought with a large enough effect; inconclusive = small, poorly fitted or top-dose-only effect, or another doubt; inactive = no such curve, though single readings can be large; an effect the other way counts as inactive or inconclusive. Potency is the fitted concentration of half-maximal effect. An excerpt; count on the stated rates, not on these rows.

SMILES	EPAC2 agonist	PTHR1 ag	TDP-43 yeast inh	FUS yeast rescue	EPAC2 antag	aSyn yeast inh	EPAC1 antag	EPAC1 agonist
COc1cc(S(=O)(=O)N2CCOCC2)ccc1F	-0.5%	i	-0.9%	-1.3%	6.3%	-8.2%	10.6%	1.6%
O=C(c1cc2ccccc2oc1=O)N(Cc1ccccc1)CC1CCCO1 (configuration not stated)	6.5%	i	10.6%	53.2%	-12.1%	3.4%	-12.8%	4.7%
Cc1ccc(-n2nnnc2SCC(=O)N2CCN(C(=O)c3ccco3)CC2)c(C)c1	7.0%	i	12.1%	10.6%	0.2%	9.0%	-3.2%	12.8%
COc1ccc(CN2C(=O)c3ccccc3C2c2nnnn2-c2ccc3c(c2)OCCO3)cc1 (configuration not stated)	13.9%	16.5%	14.4%	35.2%	-8.2%	-0.8%	-28.5%	-9.4%
COC(=O)c1cc(S(=O)(=O)N2CCN(c3ccc([N+](=O)[O-])cc3)CC2)c[nH]1	18.3%	-49.5%[inhibitor]	-17.3%	-1.6%	1.1%	-2.4%	?	-2.8%
O=C(NCc1ccc(F)cc1)C1CCC(=O)N1C1CCCCC1 (configuration not stated)	-5.0%	i	-14.1%	19.2%	1.3%	1.0%	2.6%	5.3%
COc1ccc(C(O)c2coc3ccc(O)c(CN(C)C)c23)cc1 (configuration not stated)	8.3%	i	-12.8%	9.3%	0.6%	1.6%	-4.0%	0.6%
COc1ccccc1OCc1ccc(C(=O)NCC2CCCO2)cc1 (configuration not stated)	-0.7%	-24.3%	21.9%	-17.1%	4.3%	0.4%	0.7%	10.3%
Cc1cccc(C(=O)OCC(=O)N(C)c2ccccc2)c1C	9.4%	-21.2%	-30.6%	15.5%	-1.3%	11.2%	-17.3%	3.0%
COCCn1c(SCc2ccc(C(=O)OC)o2)nnc1-c1c[nH]c2ccccc12	-0.3%	-23.3%	16.6%	-1.8%	-9.4%	0.0%	-10.0%	-2.2%
O=S(=O)(c1cccs1)N1CN(Cc2ccccc2)c2nc3ccccc3nc21	20.9%	-15.5%[57.5 µM]	7.0%	-12.0%	-4.2%	2.7%	-16.9%	11.3%
COc1ccc(C(=O)N2CCCC2)cc1S(=O)(=O)N1CCC(C)CC1	4.3%	i	-5.8%	-0.8%	-4.7%	-0.1%	-9.7%	11.3%
COc1ccc(CNCC2COc3ccccc3O2)cc1 (configuration not stated)	4.7%	-15.2%	4.9%	-22.5%	9.4%	-6.4%	10.4%	1.6%
Clc1ccccc1OCCCCN1CCCCC1	8.5%	3.1%	8.8%	-16.3%	10.5%	-5.6%	4.2%	11.6%
O=C(c1cc2nc(-c3ccco3)cc(C(F)(F)F)n2n1)N1CCCc2ccccc21	-7.1%	i	1.7%	-7.1%	0.0%	0.2%	5.6%	5.4%
C=CCn1c(C)cc(C(=O)CN2NS(=O)(=O)c3ccccc3C2=O)c1C	3.7%	-37.6%[inhibitor]	4.6%	-34.4%	-15.6%	-1.9%	-2.3%	7.9%
Cc1cccc(N=C2NC(=O)/C(=C/c3cccnc3)S2)c1C	2.1%	-33.8%	12.3%	8.6%	-4.6%	10.2%	-9.1%	-1.0%
CCCn1c(C)cc(C(=O)CSc2nc3nc(C)cc(C)n3n2)c1C	-7.2%	i	0.0%	nt	7.6%	-6.0%	1.1%	3.6%
COc1ccc(OC)c(NC(=O)CSc2nnc3ccc(-c4ccccn4)nn23)c1	9.9%	-12.7%	-16.9%	33.8%	6.8%	-18.5%	-29.4%	-7.8%
Cc1cc(C)c2nc(N3CCOCC3)c(C#N)cc2c1	0.2%	-10.5%	26.2%	-10.8%	-12.6%	1.0%	9.2%	0.6%
O=C(C1CCCN1C(=O)c1cccs1)N1CCN(S(=O)(=O)c2ccc(F)cc2)CC1 (configuration not stated)	6.5%	-22.3%	8.5%	1.6%	3.8%	-2.0%	-27.6%	9.6%
CCN(CC)c1ccc(NC(=O)CCCOc2cccc(C)c2)cc1	-2.5%	i	12.8%	7.7%	-13.4%	0.5%	-6.1%	-6.0%
COc1ccc(S(N)(=O)=O)cc1C(=O)NNC(=O)CN(C)S(=O)(=O)c1ccc(Cl)cc1	2.1%	-2.4%	0.0%	nt	4.1%	0.7%	9.4%	12.5%
COc1ccc(N2CCN(C(=O)NC(=O)c3ccc(Cl)cc3)CC2)cc1	0.9%	-40.6%[inhibitor]	4.0%	11.8%	5.6%	0.8%	-15.2%	10.4%
CCCCN(C)Cc1c(C)[nH]c2c(ccc3ccccc32)c1=O	5.7%	-14.6%	3.1%	28.2%	4.0%	-0.5%	?	2.3%
O=C(O)C(Oc1ccc2cc(-c3ccc(Cl)cc3)c(=O)oc2c1)c1ccccc1 (configuration not stated)	2.6%	-0.7%	6.6%	-7.3%	-26.6%	-3.7%	30.0%[activator]	15.6%

Compound profiles (already shown). Screens in order: EPAC2 agonist, PTHR1 ag, TDP-43 yeast inh, FUS yeast rescue, EPAC2 antag, aSyn yeast inh, EPAC1 antag, EPAC1 agonist
Cc1cccc(N=C2NC(=O)/C(=C/c3cccnc3)S2)c1C is listed with 2.1%, -33.8%, 12.3%, 8.6%, -4.6%, 10.2%, -9.1%, -1.0%
COc1ccc(S(N)(=O)=O)cc1C(=O)NNC(=O)CN(C)S(=O)(=O)c1ccc(Cl)cc1 is listed with 2.1%, -2.4%, 0.0%, nt, 4.1%, 0.7%, 9.4%, 12.5%

Of the compounds above, these have an NH in an aromatic ring:
SMILES	EPAC2 agonist	PTHR1 ag	TDP-43 yeast inh	FUS yeast rescue	EPAC2 antag	aSyn yeast inh	EPAC1 antag	EPAC1 agonist
COC(=O)c1cc(S(=O)(=O)N2CCN(c3ccc([N+](=O)[O-])cc3)CC2)c[nH]1	18.3%	-49.5%[inhibitor]	-17.3%	-1.6%	1.1%	-2.4%	?	-2.8%
COCCn1c(SCc2ccc(C(=O)OC)o2)nnc1-c1c[nH]c2ccccc12	-0.3%	-23.3%	16.6%	-1.8%	-9.4%	0.0%	-10.0%	-2.2%
CCCCN(C)Cc1c(C)[nH]c2c(ccc3ccccc32)c1=O	5.7%	-14.6%	3.1%	28.2%	4.0%	-0.5%	?	2.3%
